Screening results from PubChem.
Tb PGK inh = qHTS Assay to Find Inhibitors of Phosphoglycerate Kinase; Phosphoglycerate kinase, glycosomal (Trypanosoma brucei brucei), P07378; PGK/GAPDH coupled, Kinase-Glo luminescence, 60 min; actives 0.043% (n = 380,000); Potency, µM (top dose mostly 57.5 µM), inactives show top-dose activity change, negative = inhibition, most hits filed as inhibitors; AID 602233, 2012; further: potency means the concentration at half of the fitted maximal effect; on the % scale 0 is the no-effect control and ±100 the full control effect; nearly all actives have a fitted effect of over 60% in size
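Recombinant glycosomal PGK reaction used 1,3-bisphosphoglycerate generated in-well by GAPDH (100nM final) in 100mM TEA pH 7.6, 5mM MgCl2, 0.01% Tween-20. After 60 minutes at room temperature, ATP was read by Kinase-Glo Plus luminescence end-point.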
GLS inh = qHTS for Inhibitors of Glutaminase (GLS); GLS enzymatic activity, qHTS titration; Potency, µM (series often up to 45.5 µM), for inactives: at the highest dose activity change, negative = inhibition, most hits filed as inhibitors; actives 0.21% (n = 410,000); further: potency means the concentration at half of the fitted maximal effect; on the % scale 0 is the no-effect control and ±100 the full control effect
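Compounds were pin-transferred onto hKGA, after which L-glutamine (1 mM solution) and a detection mix of glutamate oxidase, HRP and Amplex Red were added. Initial and 30 min RT fluorescence reads were collected.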
Pin1 inhibitor = qHTS Assay to Find Inhibitors of Pin1; Pin1 FP peptide displacement, HiFluor488, 10 min; Potency, µM (series often up to 115 µM), for inactives: at the top dose activity, negative = inhibition, most hits filed as inhibitors; actives 0.009% (n = 390,000); active means well fitted inhibition curve with a large enough effect in the polarisation, with a control signal flat, not every such curve was filed as active; inconclusive means small, poorly fitted or top-dose-only effect, or effect the other way, or a change in a side signal; inactive means no such curve, though single readings can be large or run the other way; the % refers to the polarisation; further: potency means the concentration at half of the fitted maximal effect; on the % scale 0 is the no-effect control and ±100 the full control effect
HP1b binding inh = HTS for Inhibitors of HP1-beta Chromodomain Interactions with Methylated Histone Tails. actives 0.56% (n = 390,000). Chromobox protein homolog 1 (Homo sapiens), P83916. AlphaScreen HP1-beta / biotin-H3K9me3 peptide binding. AID 540317, 2011. Potency, µM (series often up to 114 µM), for inactives: at the highest dose activity change, negative = inhibition, most hits filed as inhibitors; further: potency means the concentration at half of the fitted maximal effect; nearly all actives have a fitted effect of over 70% in size; inactives centre near 23
Target sequence (P83916 whole entry, looked up): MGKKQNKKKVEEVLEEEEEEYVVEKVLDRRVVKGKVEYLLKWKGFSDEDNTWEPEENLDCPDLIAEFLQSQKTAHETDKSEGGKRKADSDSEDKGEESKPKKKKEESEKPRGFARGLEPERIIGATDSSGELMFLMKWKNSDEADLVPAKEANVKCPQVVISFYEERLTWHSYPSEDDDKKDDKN
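HP1-beta protein (50 nM final) preincubated 30 min at room temperature with biotinylated H3(1-18)K9me3 peptide (50 nM) in PBS pH 7.4, 0.01% Tween-20, then compound added for 30 min. AlphaScreen streptavidin donor/nickel chelate acceptor beads (10 ug/mL final), 30 min dark, luminescence read.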
PI4K2A inh = qHTS for small molecular inhibitors of PI4K2A; Phosphatidylinositol 4-kinase type 2-alpha (Homo sapiens), Q9BTU6; activity change, negative = inhibition, % at 76.9 µM; purified PI4K2A, ADP-Glo luminescence, 1 h; hits give low values; actives 0.13% (n = 420,000); AID 1346378, 2018; in the data active means activity change below about -50%; inconclusive means mostly about -30% to -49%;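 further: -100% = wells without enzyme as full effect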
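ADP-Glo luminescence measured ADP generated by PI4K2A enzyme (4 ug/mL before mixing) with 1.2 mM PI substrate (pre-mix) and 300 microM ATP (pre-mix). Tris pH7.5 buffer with MgCl2, Triton X-100; 1 h reaction at ambient temperature.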
IDH1 R132H inh = qHTS for Inhibitors of mutant isocitrate dehydrogenase 1 (IDH1): qHTS. Isocitrate dehydrogenase [NADP] cytoplasmic (Homo sapiens), O75874. IDH1-R132H enzyme, NADPH consumption, diaphorase/resazurin fluorescence. Potency, µM (titrated, usually from 76.6 µM), for inactives: at the top dose activity change, negative = inhibition, hits mostly inhibitors. actives 0.093% (n = 390,000). AID 602179, 2012; further: potency means the concentration at half of the fitted maximal effect; on the % scale 0 is the no-effect control and ±100 the full control effect; nearly all actives have a fitted effect of over 65% in size
Target sequence (O75874 whole entry R132H, stated change not applied): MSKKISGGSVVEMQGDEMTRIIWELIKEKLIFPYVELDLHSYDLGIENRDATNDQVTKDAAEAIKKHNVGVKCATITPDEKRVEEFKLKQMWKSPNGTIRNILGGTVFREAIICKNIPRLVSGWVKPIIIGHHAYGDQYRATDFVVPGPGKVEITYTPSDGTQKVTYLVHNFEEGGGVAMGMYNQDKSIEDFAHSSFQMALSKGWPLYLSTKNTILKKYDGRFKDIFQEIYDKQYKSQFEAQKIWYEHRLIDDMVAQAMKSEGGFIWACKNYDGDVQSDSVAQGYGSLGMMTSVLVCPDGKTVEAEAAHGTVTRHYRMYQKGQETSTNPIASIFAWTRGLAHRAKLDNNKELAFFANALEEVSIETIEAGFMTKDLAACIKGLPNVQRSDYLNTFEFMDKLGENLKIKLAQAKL
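IDH1-R132H (0.5 ug/mL) preincubated 30 min with compound, then NADPH (0.016 mM) and alpha-KG (2 mM) added; 80 min at RT, pH 7.5. Remaining NADPH coupled via diaphorase/resazurin to fluorescence (540/590 nm); concentration-response curves normalized to no-enzyme control.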
TrxR1 inh = qHTS Assay for Inhibitors of Mammalian Selenoprotein Thioredoxin Reductase 1 (TrxR1): qHTS | actives 1% (n = 390,000) | Potency, µM (top dose mostly 114 µM), without a hit: top-dose activity change, negative = inhibition, most hits filed as inhibitors | recombinant rTrxR1, NADPH fluorescence consumption, selenite substrate | AID 588453, 2011; further: potency means the concentration at half of the fitted maximal effect; on the % scale 0 is the no-effect control and ±100 the full control effect; nearly all actives have a fitted effect of over 65% in size
Target sequence (O89049 whole entry, looked up): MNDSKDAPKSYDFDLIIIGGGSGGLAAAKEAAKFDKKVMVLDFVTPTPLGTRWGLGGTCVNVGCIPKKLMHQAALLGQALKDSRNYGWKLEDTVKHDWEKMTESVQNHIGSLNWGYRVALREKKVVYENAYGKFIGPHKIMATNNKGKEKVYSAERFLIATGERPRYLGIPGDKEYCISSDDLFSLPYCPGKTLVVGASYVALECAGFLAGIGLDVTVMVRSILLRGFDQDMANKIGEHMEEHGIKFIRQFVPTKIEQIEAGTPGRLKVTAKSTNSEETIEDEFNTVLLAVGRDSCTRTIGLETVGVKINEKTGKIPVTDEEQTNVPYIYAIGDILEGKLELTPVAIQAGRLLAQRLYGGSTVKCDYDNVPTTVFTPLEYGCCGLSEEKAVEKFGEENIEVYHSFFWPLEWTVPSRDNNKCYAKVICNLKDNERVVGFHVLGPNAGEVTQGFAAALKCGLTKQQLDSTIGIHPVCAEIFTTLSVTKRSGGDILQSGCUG
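Rat TrxR1 (90 nM in the dispensed reagent) was pre-reduced with 400 uM NADPH for 5 min at room temperature, then incubated with compound for 15 min. After 400 uM selenite was added, NADPH fluorescence (Ex 340/Em 450 nm) was followed for 8 min.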
TrxR1 substrate = qHTS Assay for Substrates of Mammalian Selenoprotein Thioredoxin Reductase 1 (TrxR1): qHTS. Potency, µM (series often up to 114 µM), inactives show top-dose activity change, negative = substrate turnover. Thioredoxin reductase 1, cytoplasmic (Rattus norvegicus), O89049. actives 0.01% (n = 390,000). purified TrxR1 substrate turnover, NADPH consumption readout; further: potency means the concentration at half of the fitted maximal effect; on the % scale 0 is the no-effect control and ±100 the full control effect; nearly all actives have a fitted effect of over 50% in size
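Rat TrxR1, dispensed at 90 nM, was prereduced with 400 uM NADPH (final) for 5 min at ~22 deg C, then incubated with compound 15 min before 400 uM selenite. A first-read NADPH fluorescence drop versus no-compound background flagged substrates.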
USP1 inh = Inhibitors of USP1/UAF1: Primary Screen; Ubiquitin carboxyl-terminal hydrolase 1 (Homo sapiens), O94782; recombinant USP1/UAF1, Ub-Rhodamine cleavage fluorescence; Potency, µM (series often up to 57.1 µM), for the others: at the highest dose activity change, negative = inhibition, actives largely listed as inhibitors; actives 0.23% (n = 390,000); AID 743255, 2014; further: potency means the concentration at half of the fitted maximal effect; on the % scale 0 is the no-effect control and ±100 the full control effect; nearly all actives have a fitted effect of over 60% in size; inactives centre near -12
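High-throughput fluorogenic screen: 1nM USP1/UAF1 complex, Ub-Rho substrate 150nM final, 50mM HEPES pH 7.8 with 0.5mM EDTA, 0.1 mg/ml BSA, 1mM TCEP and 0.01% Tween-20.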
Active calls of the source: *; i = inactive; ? = inconclusive; nt = not tested or not shown; & = joins results of further samples; [ ] = another dose, or the depositor's remark. Unless noted, the call rests on the fitted dose curve; in most records, active means well fitted curve in the direction sought with a large enough effect; inconclusive means small, poorly fitted or top-dose-only effect, or another doubt; inactive means no such curve, though single readings can be large; an effect the other way counts as inactive or inconclusive. An excerpt (hit frequency here may not be typical).

SMILES	Tb PGK inh	GLS inh	Pin1 inhibitor	HP1b binding inh	PI4K2A inh	IDH1 R132H inh	TrxR1 inh	TrxR1 substrate	USP1 inh
Cc1csc2ncnc(NC3CCN(Cc4ccccc4)CC3)c12	i	-13%	2%	27%	8	2%	16%	3%	-19%
Cc1ccc(C)c(OCc2cc(C(=O)NC3CCOC(C)(C)C3)no2)c1 (stereo unspecified)	-7%	8%	0%	7%	4	4%	-12%	-14%	-6%
Cc1n[nH]c(C)c1CCC(=O)N/N=C/c1cccs1	3%	6%	2%	35%	4	2%	-8%	-8%	-23%
COC(=O)c1ccc(C#Cc2ccccc2)o1	-6%	20%	-7%	78%[activator]	-1	-7%	31%[activator]	67%[activator]	-6%
CC(C)COc1ccc(C(=O)NC(CC(C)C)C(=O)O)cc1 (stereo unspecified)	0%	3%	1%	29%	-1	6%	17%[57.1 µM]	16%[57.1 µM]	-14%
Cc1cc(-c2ccc(S(=O)(=O)N3CCc4ccccc4C3)s2)on1	4%	1%	?	21%	2	0%	14%	1%	-4%
CCOCCCNC(=O)c1cccs1	i	1%	-9%	26%	-1	7%	-11%	-7%	3%
CC1(c2cccc(N)c2)OCCO1	-7%	9%	nt	nt	2	-2%	nt	nt	-2%
O=C(NCc1ccncc1)c1ccccc1Nc1ccc(SC(F)F)cc1	i	7%	1%	14%	3	9%	7%	0%	-15%
Nc1nnc(SCC(=O)Nc2cc(S(=O)(=O)N3CCOCC3)ccc2Cl)s1	-4%	-3%	-2%	45%[activator]	-4	-5%	18%	5%	-21%
CN(C)S(=O)(=O)c1cc(NC(=O)COC(=O)C2COc3ccccc3O2)ccc1Cl (stereo unspecified)	i	0%	-1%	20%	2	-16%	0%	3%[57.1 µM]	-7%
COc1cc(CNn2cn[nH]c2=S)cc(Br)c1OCc1ccccc1F	-4%	0%	0%	21%	-5	13%	-3%	3%	?
CCN(CC)C(=O)Cn1cc(SCC(=O)NCc2ccco2)c2ccccc21	0%	0%	-3%	24%	0	9%	19%[57.1 µM]	-7%	-16%
CCCN(C(=O)Cc1c(C(=O)O)[nH]c2ccc(Cl)cc12)c1ccc(OCC)cc1	-2%	2%	?	1%	1	-6%	14%	3%	-22%
Nc1ccn([C@@H]2O[C@H](CNCC3=CCOc4ccc(O)cc43)[C@@H](O)[C@H]2O)c(=O)n1	-10%	3%	nt	nt	-7	11%	nt	nt	?
O=C(NCC(=O)N(CC1CCCO1)C1(C(=O)NC2CCCCC2)CCCCC1)c1ccccc1 (stereo unspecified)	6%	0%	-5%	32%	3	-1%	11%	5%	-2%
Cc1ncsc1CCOC(=O)C1C2CC3CC(C2)CC1C3 (stereo unspecified)	-8%	-2%	-11%	70%[activator]	-4	-5%	23%	0%	-15%
CCOc1ccc(CNC(=O)c2ccc(NC(=O)c3nsc4ccccc34)cc2)cc1	10%	-11%	10%	18%[57 µM]	-1	4%	22%[57.1 µM]	3%[57.1 µM]	-23%
CSCC[C@H](NC(=O)C1CCN(S(=O)(=O)c2ccccc2)CC1)C(=O)NC1CC1	-2%	-3%	2%	38%[activator]	-2	-12%	20%	0%	-13%
COc1cc(OC)c2c(c1)O/C(=C\c1ccccc1)C2=O	-8%	0%	-5%	23%	3	16%	17%	5%	-23%
COc1cc(C(=O)NCc2ccc(-c3nc4ccccc4o3)cc2)cc(OC)c1OC	3%	0%	-1%	9%	-7	3%	-2%[57.1 µM]	6%	6%
CCOc1ccc(NC(=O)CSc2nnc(NC(=O)Nc3ccccc3)s2)cc1	-6%	0%	0%	24%	-6	-1%	24%[57.1 µM]	7%[57.1 µM]	?
CN1c2ccccc2-c2ccccc2S1(=O)=O	-5%	-1%	-6%	50%[activator]	-1	13%	7%&-10%	4%&3%	-22%
Cc1ccc(C)c(OCc2ccc(C(=O)N3N=C(C(F)F)CC3(O)C(F)F)o2)c1 (stereo unspecified)	-6%	0%	3%	37%[activator]	-3	4%	3%	1%	-22%

Compound profiles, from the list above. Values in the order: Tb PGK inh | GLS inh | Pin1 inhibitor | HP1b binding inh | PI4K2A inh | IDH1 R132H inh | TrxR1 inh | TrxR1 substrate | USP1 inh
Nc1nnc(SCC(=O)Nc2cc(S(=O)(=O)N3CCOCC3)ccc2Cl)s1 is listed with -4% | -3% | -2% | 45%[activator] | -4 | -5% | 18% | 5% | -21%
Cc1cc(-c2ccc(S(=O)(=O)N3CCc4ccccc4C3)s2)on1 is listed with 4% | 1% | ? | 21% | 2 | 0% | 14% | 1% | -4%
Cc1csc2ncnc(NC3CCN(Cc4ccccc4)CC3)c12 is listed with i | -13% | 2% | 27% | 8 | 2% | 16% | 3% | -19%

Carrying on.
SMILES	Tb PGK inh	GLS inh	Pin1 inhibitor	HP1b binding inh	PI4K2A inh	IDH1 R132H inh	TrxR1 inh	TrxR1 substrate	USP1 inh
CCOc1ccc(NC(=O)Cn2c(=O)oc3cc(S(=O)(=O)NC4CCCC4)ccc32)cc1	9%	0%	6%	43%[activator]	0	-15%	4%	-4%	-23%
COC(=O)[C@H](NCc1ccc(OC)c(B(O)O)c1)C(C)C	-5%	-3%	1%	9%	-3	-13%	15%	-2%	-9%
CCN1/C(=C2/SC(=S)N(NC(C)=O)C2=O)Sc2ccccc21	-5%	2%	?	34%	2	4%	20%	4%[2.29 µM]	?
Cc1ccc(OCCOCCNC(C)(C)C)c([N+](=O)[O-])c1	-2%	1%	-1%	-10%	4	1%	-12%	-6%	-13%
CC(CCl)OC(C)CCl (stereo unspecified)	-5%	2%	-4%	17%	1	-1%	18%	6%	-17%
CCOC(=O)CC1=C(C(=O)OCC)C(c2ccc(OC)c(OC)c2)C(C#N)=C(N)O1 (stereo unspecified)	-8%	9%	?	6%	4	8%	-5%	6%	-24%
CCc1ccc(-c2cc(C)no2)cc1S(=O)(=O)NCc1ccco1	-4%&-11%	-2%&1%	3%&-4%	14%&12%	-4&-3	-1%&-4%	?	3%	-29%&-17%
O=C(OCC(=O)N1CCCC1=O)C1CCN(S(=O)(=O)c2ccc(Cl)c(C(F)(F)F)c2)CC1	-6%	0%	-1%	50%[activator]	-1	15%	8%	-4%	-12%
COc1ccccc1NC(=O)Cn1c(=O)n(CCCCCC(=O)NCc2ccccc2)c(=O)c2sccc21	nt	-15%	5%	21%	2	nt	13%	8%	?
COc1ccccc1N1CCN(C(=O)C2CCC(Cn3c(=S)[nH]c4ccccc4c3=O)CC2)CC1 (stereo unspecified)	-4%	nt	2%	35%	-4	-1%	16%	-3%	-10%
O=C(CC1Sc2ccccc2NC1=O)Nc1cccnc1 (stereo unspecified)	-9%	7%	2%	40%[activator]	-2	6%	-15%	-5%	-27%
COc1cccc(NC(=O)C(=O)c2cn(CC(=O)N3CCOCC3)c3ccccc23)c1	2%	-1%	-3%	34%	1	5%	16%	6%	-22%
O=C(CN1CCCCCC1)Nc1ccccc1C(=O)Nc1ccccc1	-1%	14%	-7%	10%	3	7%	-2%	-6%	-4%
CCOc1ccc(CN2CCN(C(=O)c3cccc(F)c3)CC2)cc1	-4%	0%	3%	?	-2	3%	-16%	5%	-24%
CCN1CCN(C(CNS(=O)(=O)c2cccs2)c2cccnc2)CC1 (stereo unspecified)	-6%	?	-2%	17%[57 µM]	0	5%	13%	3%	-22%
Cc1cc(CN(C)C(=O)CC2C(=O)NCCN2Cc2c(F)cccc2Cl)n[nH]1 (stereo unspecified)	-9%	-12%	23%	24%	3	1%	3%[57.1 µM]	-3%[57.1 µM]	-17%
CSCCC(NC(=O)c1cccc(C)c1)C(=O)OCC(=O)Nc1c(C)nn(-c2ccccc2)c1C (stereo unspecified)	3%	2%	3%	1%	-8	-6%	2%	-13%[57.1 µM]	-1%
CC(=O)N1CCN(c2ccc(NCc3ccc(C)cc3)cc2)CC1	i	38%[activator]	2%	-24%	-9	15%	?	-12%	-6%
CCOc1ccc(CCNC(=O)CSc2cc(=O)n(C)c3cc(Cl)ccc23)cc1OCC	0%	-1%&-13%	1%&-1%	7%&35%	4&3	-28%&2%	8%	-3%	-10%&-6%
CCOC(=O)C(C)(C)Oc1ccc(Cl)cc1	-2%	3%&-5%	1%	29%	2&-2&-1	26%	13%[57.1 µM]	6%[57.1 µM]	16%
O=C(CN1CCN(Cc2ccccc2F)C1=O)NCc1ccco1	-2%	6%	-6%	32%	-1	0%	?	6%	-9%
CCN(CC(=O)Nc1c(F)cccc1F)C(=O)c1cc([N+](=O)[O-])ccc1N1CCCCC1	-1%	-13%	6%	9%	-7	8%	0%	-8%	-14%
Cc1ccccc1CN1CCNC(=O)C1CC(=O)O (stereo unspecified)	-2%	-3%	-16%	20%	-4	6%	71µM*	5%	-25%
